UPR XBP1 act: activators of adaptive arm of unfolded protein response (XBP1); activation, % at 20 µM; CHO-XBP1 luciferase reporter, IRE1-XBP1 UPR activation, luminescence; percent of tunicamycin response, DMSO as zero; actives 0.33% (n = 330,000); AID 463104;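 active = versus positive control, 20 µM dose yields 30% or more activation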;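 note: 100% = tunicamycin at 10 µg/mL and 0% = DMSO only wells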
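incubation = overnight seeding at 37 °C, 6 h compound treatment at 37 °C | assay system = CHO-XBP1 cells stably carrying IRE1-XBP1-driven luciferase reporter | input = 1000 cells per well | detection = luciferase luminescence | dosing = single point, 20 µM final compound, 1% DMSO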
APJ agonist: agonists of human APJ apelin receptor; AID 2520; actives 0.11% (n = 330,000); activation, % at 20 µM; CHO-K1 APJ PathHunter beta-arrestin, luminescence; 0% DMSO wells, 100% apelin; P35414;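 active = activation more than six SD over the plate average, tested at 20 µM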;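 note: 0% = DMSO alone and 100% = apelin-13 at 10 nM; some results filed as inactive read as strong as hits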
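Test system: CHO-K1 APJ beta-arrestin complementation cell line | Compound: Single test compound dose, 20 µM final, 1% DMSO | Incubation: Compound 90 min 25 °C, reagent 1 h | Measured by: beta-gal luminescence | Read-out basis: APJ–arrestin association signal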
GRIN3A LBD mod: modulators (binders) of human NR3A ligand-binding domain | NR3A LBD differential scanning fluorimetry, Tm shift; 0% = protein alone, 100% = glycine-bound protein | Tm shift relative to glycine control, % at 25 µM | actives 2.5% (n = 340,000);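 active = melting temperature shift of at least 10% of the positive control shift, at one fixed dose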
TIM10 inh: TIM10 yeast growth inhibition. S. cerevisiae TIM10 strain growth, BacTiter-Glo luminescence, 24 h. inhibition, % at 10 µM. actives 1.4% (n = 330,000). AID 463195;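 active = inhibition of 40% or more at the single tested concentration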;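 note: wild-type TIM10 isogenic control strain grown at permissive 25 °C; 0% = DMSO yeast wells and 100% = minimal medium wells without yeast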
Mdm2-MdmX inh: human Mdm2/MdmX binding inhibition | AID 485346 | SaOS-2 split-luciferase Mdm2/MdmX complementation, luminescence | inhibition, % at 8 µM | O15151+Q00987 | actives 3% (n = 330,000);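 active = inhibition of at least 50% at 8 µM in the primary screen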
Target sequence (O15151 whole entry, looked up): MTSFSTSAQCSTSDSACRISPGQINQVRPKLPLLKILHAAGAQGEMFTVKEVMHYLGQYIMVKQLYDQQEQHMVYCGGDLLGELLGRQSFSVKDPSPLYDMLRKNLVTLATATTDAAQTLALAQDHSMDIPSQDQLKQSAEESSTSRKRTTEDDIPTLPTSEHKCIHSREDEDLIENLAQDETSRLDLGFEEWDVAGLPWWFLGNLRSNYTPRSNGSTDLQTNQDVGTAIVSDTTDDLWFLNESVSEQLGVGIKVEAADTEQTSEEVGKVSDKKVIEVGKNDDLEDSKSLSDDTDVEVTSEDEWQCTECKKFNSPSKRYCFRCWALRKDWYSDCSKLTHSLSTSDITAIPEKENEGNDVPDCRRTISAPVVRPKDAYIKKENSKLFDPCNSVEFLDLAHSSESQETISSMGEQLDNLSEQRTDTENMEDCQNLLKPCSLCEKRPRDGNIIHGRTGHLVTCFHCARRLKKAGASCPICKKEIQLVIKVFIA
Target sequence (Q00987 whole entry, looked up): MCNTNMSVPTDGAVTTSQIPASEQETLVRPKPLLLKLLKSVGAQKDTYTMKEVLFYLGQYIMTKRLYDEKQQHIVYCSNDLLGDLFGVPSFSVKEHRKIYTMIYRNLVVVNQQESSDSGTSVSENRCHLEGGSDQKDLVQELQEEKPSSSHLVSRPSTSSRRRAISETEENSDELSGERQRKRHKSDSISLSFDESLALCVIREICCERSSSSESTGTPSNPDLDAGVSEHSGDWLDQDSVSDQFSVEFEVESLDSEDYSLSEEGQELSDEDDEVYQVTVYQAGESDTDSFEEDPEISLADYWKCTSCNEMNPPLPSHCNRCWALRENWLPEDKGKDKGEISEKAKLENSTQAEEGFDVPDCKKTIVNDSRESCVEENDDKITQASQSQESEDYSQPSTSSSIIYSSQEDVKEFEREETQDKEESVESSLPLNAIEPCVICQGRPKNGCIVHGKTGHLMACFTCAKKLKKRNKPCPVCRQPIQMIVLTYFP
NALP3 yeast inh: inhibitors of NALP3 inflammasome in yeast; Yeast reconstituted NLRP3/ASC/caspase-1, beta-gal luminescence, 24 h; inhibition, % at 10 µM; actives 0.39% (n = 330,000); AID 2825;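 active = inhibition of 50% or more; inactive = inhibition below 50%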;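 note: plate controls were induced DMSO wells for no effect and uninduced yeast grown without galactose for full effect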
tim23-1 inh: growth inhibitors of tim23-1 mutant yeast; S. cerevisiae tim23-1 growth, BacTiter-Glo luminescence, 24 h; inhibition, % at 20 µM; actives 1.3% (n = 330,000);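 active = growth inhibition of the mutant yeast at or above 50%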;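 note: temperature-sensitive mutant grown at 25 °C; plate controls were DMSO-treated mutant yeast for no effect and medium wells lacking yeast for full effect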
UPR CHOP act: activators of apoptotic arm of unfolded protein response (CHOP); CHO-CHOP luciferase reporter, UPR activation, luminescence; percent of tunicamycin response over DMSO baseline; activation, % at 10 µM; actives 0.34% (n = 330,000); AID 449763;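 active = at 10 µM dose, activation of 40% or more, normalized to positive control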;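 note: 100% = tunicamycin at 10 µg/mL and 0% = DMSO alone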
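Assay system: CHO cells with stable CHOP pathway luciferase reporter; Buffer or medium: F12 plus 10% serum; Times: 16-18 h cell attachment, then 6 h compound exposure, 37 °C; Signal: luciferase luminescence; Read-out basis: percent activation relative to tunicamycin control; Control set: tunicamycin high control, DMSO low control.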
tim10-1 inh: tim10-1 yeast growth inhibition | inhibition, % at 20 µM | actives 2.2% (n = 330,000) | AID 463190 | S. cerevisiae tim10-1 ts strain growth, BacTiter-Glo, 24 h;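 active = inhibition of at least 40%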;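 note: mutant grown at 25 °C; 0% = DMSO wells with yeast and 100% = wells holding no yeast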
* = called active by the depositor.

Preview, 4 compounds:
SMILES	UPR XBP1 act	APJ agonist	GRIN3A LBD mod	TIM10 inh	Mdm2-MdmX inh	NALP3 yeast inh	tim23-1 inh	UPR CHOP act	tim10-1 inh
N#Cc1c(NC(=O)C2CC(c3ccccc3Cl)=NO2)sc2c1CCC2 (stereo not drawn)	-1.9	-0.6	-1.7	-7.6	-6.5	16.4	12.7	-0.2	-1.2
CC(C)OCCCN1CC(=O)N2C(c3cccc([N+](=O)[O-])c3)c3[nH]c4ccccc4c3C[C@H]2C1=O (stereo partly drawn)	0.1	-0.1	-2.7	17.4	21.2	18.0	22.4	0.8	18.6
Cc1ccc(S(C)(=O)=NS(=O)(=O)c2cccc3nsnc23)cc1 (stereo not drawn)	0.8	-0.3	0.2	-2.8	-1.0	14.0	-19.7	-0.5	-7.9
O=C(Nc1ccc(Cn2cccn2)cc1)c1ccc(COc2ccccc2Br)cc1	4.0	-2.3	30.4*	12.8	9.8	21.8	-6.0	0.4	8.7

This part in full, from the first entry:
SMILES	UPR XBP1 act	APJ agonist	GRIN3A LBD mod	TIM10 inh	Mdm2-MdmX inh	NALP3 yeast inh	tim23-1 inh	UPR CHOP act	tim10-1 inh
N#Cc1c(NC(=O)C2CC(c3ccccc3Cl)=NO2)sc2c1CCC2 (stereo not drawn)	-1.9	-0.6	-1.7	-7.6	-6.5	16.4	12.7	-0.2	-1.2
CC(C)OCCCN1CC(=O)N2C(c3cccc([N+](=O)[O-])c3)c3[nH]c4ccccc4c3C[C@H]2C1=O (stereo partly drawn)	0.1	-0.1	-2.7	17.4	21.2	18.0	22.4	0.8	18.6
Cc1ccc(S(C)(=O)=NS(=O)(=O)c2cccc3nsnc23)cc1 (stereo not drawn)	0.8	-0.3	0.2	-2.8	-1.0	14.0	-19.7	-0.5	-7.9
O=C(Nc1ccc(Cn2cccn2)cc1)c1ccc(COc2ccccc2Br)cc1	4.0	-2.3	30.4*	12.8	9.8	21.8	-6.0	0.4	8.7
CCOc1ccc(NC(=O)c2ccccc2CO)cc1	1.6	-4.0	2.9	1.5	-5.1	-1.2	58.0*	5.0	16.7
CC(=O)Nc1ccc(S(=O)(=O)Nc2ccc3[nH]c(=O)[nH]c3c2)cc1	2.0	1.5	-1.7	1.4	-5.1	16.3	22.7	0.0	21.9
Cc1ccc(S(=O)(=O)n2cnc(C)c2)cc1	-4.0	-2.2	-3.0	13.3	-1.2	8.4	11.8	8.3	14.1
CCOC(=O)C1CCN(C(=O)C2CCN(S(=O)(=O)c3cc(Cl)ccc3OCC)CC2)CC1	-0.9	-5.7	1.1	5.0	-5.5	2.9	21.1	1.2	9.1
C=CCOC(Cn1ccnc1)c1ccc(Cl)cc1Cl (stereo not drawn)	0.7	-4.6	-0.9	-85.7	-2.0	10.0	-167.0	-0.5	-86.5
O=C(COc1ccccc1[N+](=O)[O-])Nc1ccc(CN2CCOCC2)cc1	0.5	-1.5	-1.3	5.8	-16.0	8.8	12.4	-1.8	4.6
Cc1cc2oc(=O)cc(CNc3ccccc3F)c2cc1O	-5.7	-2.3	-17.1	29.7	3.6	6.9	9.7	2.9	4.5
Cc1cccc(N2CCN(C(=O)C3CCN(S(=O)(=O)N4CCOCC4)CC3)CC2C)c1 (stereo not drawn)	4.5	-0.6	-4.9	5.9	-25.7	8.2	7.1	-1.4	19.4
COc1ccc(N2C(=NC(=O)C(C)Oc3ccccc3)SC3CS(=O)(=O)CC32)cc1 (stereo not drawn)	-2.2	3.9	-2.6	23.6	3.7	-7.6	11.4	-0.4	18.5
Cc1cc(SCC(=O)OC/C(O)=C(\C#N)c2nc3ccccc3[nH]2)c(C)cc1Br	-1.0	0.4	8.9	20.8	18.5	-7.6	6.7	-0.2	7.7
C/C(=N\NC(=O)c1ccc(Cl)c(S(=O)(=O)Nc2ccccc2Cl)c1)c1ccncc1	-1.6	1.7	-0.7	11.0	16.6	0.9	8.4	6.2	17.4
COc1ccc(F)cc1S(=O)(=O)N1CCN(Cc2ccc3c(c2)OCO3)CC1	1.2	-1.5	8.0	-4.3	12.1	1.8	19.0	0.9	22.1
O=C(COc1ccccc1Cl)NC(=S)Nc1ccccc1N1CCCC1	-3.2	-5.1	-1.4	18.8	5.9	5.5	29.1	-1.6	51.1*
Cn1c(=O)cc(Nc2ccc(Cl)cc2)[nH]c1=O	2.1	-4.2	0.6	9.4	-20.2	9.0	7.1	-1.0	-9.1
CCOC(=O)c1cc(C#N)c(Oc2cccc(C(F)(F)F)c2)nc1-c1ccccc1	-5.2	2.3	4.8	5.2	23.5	9.0	9.8	0.6	15.3
CC(=O)NCCc1nc2ccccc2n1Cc1ccc(C)cc1	-0.7	-1.8	-1.2	-15.0	24.1	15.1	-6.2	1.8	14.1
COc1cccc(NC(=O)C2C3C=CC4(O3)C2C(=O)N(CCCN2CCCCC2)C4C(=O)NC2CCCCC2)c1 (stereo not drawn)	0.5	0.7	-0.4	-7.8	-7.1	19.7	9.4	2.0	16.7
CCN1CCN(CCCNC(=O)c2ccc3c(c2)N(Cc2ccccc2)CCS3)CC1	-1.9	-3.2	1.8	-2.1	17.2	19.0	-16.6	0.6	-4.0
COc1cc(C(=O)NCC(=O)OCC(=O)Nc2ncc(Cl)cc2Cl)cc(OC)c1OC	-1.6	0.7	-1.6	-1.5	21.4	4.2	19.3	-0.9	0.5
COc1cccc(N2CCN(C(=S)NCCc3ccccc3)CC2)c1	-0.7	5.4	-12.8	-18.6	-9.4	10.9	12.6	-1.1	-13.6
O=c1c2cc(N3CCOCC3)ccc2[nH]c(=S)n1CCc1ccccc1	3.8	-2.1	1.2	-9.7	-18.5	9.6	-6.6	4.6	18.4
Cc1ccccc1C(=O)Nc1nnc(CC(=O)N/N=C/c2ccncc2)s1	-0.8	3.3	-0.9	8.8	8.3	13.9	-3.5	-0.9	-4.9
COc1ccc(CCN2C(=S)NC3CC2(C)Oc2ccc([N+](=O)[O-])cc23)cc1OC (stereo not drawn)	-1.7	0.9	-3.1	-7.5	-26.6	20.4	7.6	1.7	6.0
CCN(CC)c1ccc(/C=c2/sc3nnc(-c4ccccc4C)n3c2=O)cc1	-1.4	-9.3	-1.1	1.9	42.1	-2.2	15.7	-0.7	-0.3
On1c(-c2ccccc2)nc2ccc(Cl)cc21	2.7	6.1	-1.0	13.8	-12.2	-12.0	1.2	3.7	6.2
COc1ccc2cc(C(=O)C3CCCN(Cc4cccc(C)n4)C3)ccc2c1 (stereo not drawn)	-0.3	-1.6	-0.3	-3.2	-7.8	9.3	43.1	-0.7	38.4
COc1cccc(CN(C)CC(=O)Nc2cc(S(=O)(=O)N3CCCC3)ccc2Cl)c1OC	-0.6	9.4	-2.8	10.7	11.0	19.9	30.5	1.0	6.1
Cc1nc2ccccc2c(=O)n1NC(=O)CCC(=O)O	-0.5	-0.4	-0.3	-7.8	-31.1	-2.4	18.8	-1.7	4.8
COc1ccc(CCN(C)CC(O)COc2c(C)ccc(C)c2C)cc1OC (stereo not drawn)	0.1	0.1	1.2	9.5	-4.5	7.9	15.1	-3.4	26.1
COc1ccc(Cn2c(=N)c(C(=O)NCC3CCCO3)cc3c(=O)n4ccccc4nc32)cc1 (stereo not drawn)	-0.1	-7.6	-1.8	4.5	-23.4	8.0	15.5	-0.6	6.9
CN(C)N=Nc1nc[nH]c1C(N)=O	-8.1	0.2	-0.8	3.6	0.2	16.7	-3.3	-0.8	-18.4
Cc1ccc(CN2CCN(Cc3ccc(Oc4ncccn4)cc3)CC2CCO)cc1 (stereo not drawn)	-1.2	-5.0	0.3	5.1	-6.2	3.3	3.9	1.4	-1.5
COC(=O)c1[nH]c2ccc(Br)cc2c1NC(=O)Oc1ccccc1	1.4	-0.6	-4.6	-6.5	-14.1	12.5	-2.5	4.5	20.4
Fc1ccc(C2=Nn3c(nnc3-c3n[nH]c4c3CCC4)SC2)cc1	4.3	-4.1	2.5	2.6	76.1*	-0.8	7.0	1.8	-7.3
Cc1ccccc1OCCC(=O)OCC(=O)c1c(N)n(CC(C)C)c(=O)n(C)c1=O	-5.1	14.9	-12.4	11.3	22.9	8.3	31.5	4.4	15.4
COCc1cc(=O)[nH]c(-c2ccc(C(F)(F)F)cc2)n1	-2.3	-3.4	0.9	-13.0	-10.2	15.0	1.4	-0.4	-4.6
COc1ccc(C)cc1NC(=O)NCc1ccc(F)cc1	-2.3	-3.9	-2.2	13.5	6.4	26.7	13.5	0.3	21.1
CNC(=O)c1cc(-c2ccc(Cl)cc2)n(-c2ccccc2)n1	-1.4	-2.8	0.6	-7.6	10.2	-6.9	25.4	1.4	19.1
CCOC(=O)c1cc(=O)cc(C(=O)OCC)o1	-1.0	-3.6	3.3	13.0	9.1	-0.5	10.4	-0.4	-2.3
COC(=O)N1CCN(c2ccc(Cl)c(Cl)c2)CC1	0.0	-5.5	-0.2	-13.6	-5.5	5.1	18.1	1.1	-7.2
COc1ccccc1NC(=O)CCCNC(=O)Cn1cnc2sc(C)c(C)c2c1=O	-0.5	-0.7	-3.1	13.3	-0.7	4.0	8.1	1.0	-8.0
O=C(NCc1ccco1)C1(c2ccccc2)CCCC1	-2.7	0.2	0.3	14.0	16.5	10.4	18.8	2.1	15.1
COc1ccc(Cn2c(=O)sc3ccccc32)cc1OC	-2.1	0.4	1.0	14.1	-0.7	6.8	14.2	-0.2	10.0
CCOC(=O)CN1C(=O)N[C@@H](CCc2ccccc2)[C@H](C(=O)OC)[C@H]1C	-2.1	5.5	-3.6	8.4	-0.1	2.1	17.8	-0.1	8.5
COc1ccc(C(=O)OCc2cc(C)ccc2C)cc1S(=O)(=O)N1CCCC1	-2.8	-4.6	-3.9	-6.8	15.4	12.4	20.0	0.4	0.0
COc1ccccc1NC(=O)CSc1ncn(-c2ccccc2)n1	-1.1	-3.6	0.4	-12.1	18.5	9.7	9.1	-0.1	29.5

Other compounds:
SMILES	UPR XBP1 act	APJ agonist	GRIN3A LBD mod	TIM10 inh	Mdm2-MdmX inh	NALP3 yeast inh	tim23-1 inh	UPR CHOP act	tim10-1 inh
O=C(Cn1cccc1C(=O)c1ccccc1)NCCc1ccc(Cl)cc1	-1.7	-3.8	2.0	-0.1	4.9	9.1	12.2	1.4	21.1
CC(C)C[C@@H](CO)N1CCN(Cc2ccc(Br)cc2)CCC1=O	3.2	-2.0	-2.6	2.6	8.8	0.0	12.7	-0.3	9.9
O=C(Nc1ccc(S(=O)(=O)Nc2nccs2)cc1)C1CCCCC1	-0.6	-3.6	-0.2	4.9	-2.2	8.7	-2.2	-0.8	5.4
COc1cc(C(=O)N2C[C@@H]3CCC[C@H]2C3)ccc1OC1CCN(C(C)=O)CC1	-1.3	-6.4	0.8	3.3	24.4	3.9	-5.0	-1.6	-13.5
CCn1c(COc2ccc(C)cc2)nnc1SCC(=O)C(C)(C)C	-5.1	-7.6	-1.4	13.9	-1.3	11.2	22.5	-1.3	23.5
Cc1[nH]c2ccccc2c1/C=N/Nc1nc(Nc2ccc(F)cc2)nc(N2CCOCC2)n1	10.3	6.2	-2.5	53.4*	86.7*	17.6	28.5	34.5	-4.4
